Source: PubChem (several laboratories)
RmlC RmlD mix – inhibitors of RmlC and RmlD coupled enzymes | 0.39% of 110,000 active | inhibition, % at 5.5 µM | RmlC/RmlD coupled enzyme inhibition, 384-well mixture HTS; in the data active = inhibition above about 30%, passing the limit was not always enough; note: strong numbers were not always called active
HIV RNase H inh – inhibitors of HIV-1 reverse transcriptase RNase H; P04585; RT-RNase H RNA/DNA duplex cleavage, fluorescence; inhibition, % at 10 µM; 1.9% of 65,000 active; in the data active = inhibition above about 50%
The depositor's hits bear a star; x = not tested or not shown.

SMILES	RmlC RmlD mix	HIV RNase H inh
O=C(c1oc(=O)c2ccccc2c1-c1ccccc1)N1CCC(O)CC1	-13	-9
Cc1ccc(C)c(NS(=O)(=O)c2ccc(OCC(=O)NCc3ccco3)cc2)c1	43	1
Cc1cc(C(=O)NC(C)C2CCCO2)cs1 (stereo unspecified)	6	-3
CN(C)C(=O)c1ccc(-n2nc(C(F)(F)F)c3c2CCCC3)cc1	12	x
COc1ccccc1CN1CC(C(=O)NC2CCCCC2)CC1=O (stereo unspecified)	6	0
Cc1sc2nc3c(C(=O)N4CCN(c5ccccn5)CC4)cccn3c(=O)c2c1C	-2	x
Cc1ccc(/C(N)=N/OC(=O)N2CCOCC2)cc1	5	x
CC(=O)c1sc(NC(=O)c2cc3c(C)nn(-c4ccccc4)c3s2)nc1C	18	x
COc1ccc(Cl)cc1NC(=O)N(C)Cc1c(C)nn(C)c1C	42	-9
Cc1ccc(S(=O)(=O)N2CCCC(C(=O)NCc3cccnc3)C2)cc1Cl (stereo unspecified)	-13	5
Cc1cccc(N2CCN(C(=O)C3CCN(c4nnc(-n5cccc5)s4)CC3)CC2C)c1 (stereo unspecified)	-12	3
C#CCSc1nnc(C)c(C)n1	8	x
N#Cc1nc(COc2ccccc2)oc1N1CCC(Cc2ccccc2)CC1	4	-42
COc1ccc2c(c1OC)C(=O)N1C(C(=O)O)Cc3c([nH]c4ccccc34)C21 (stereo unspecified)	8	-14
O=c1cc(CO)oc(C(Nc2ccccn2)c2ccsc2)c1O (stereo unspecified)	-49	10
O=C(O)c1cccc(S(=O)(=O)Nc2ccc3c(c2)OCO3)c1	-16	22
CCOC(=O)COc1cc(Br)c(C2NC(=O)NC(C)=C2C(C)=O)cc1OCC (stereo unspecified)	3	x
Cc1[nH]c(=O)[nH]c(=O)c1S(=O)(=O)N1c2ccc(F)cc2CCC1C (stereo unspecified)	-7	-2
Cc1ccc2c(SCC(=O)NCc3ccco3)nc(-c3ccc(F)cc3)nc2c1	8	75*
CC(=O)Nc1ccc(S(=O)(=O)NCCN2CCOCC2)cc1	-7	-7
CN1C(=O)c2ccc(S(=O)(=O)c3ccc(C(=O)O)cc3)cc2C1=O	5	-105
CCN(CC)c1ccc(-n2cc3c(=O)n(C)c(=O)n(C)c3c2)cc1	21	3
Cc1ccccc1NC(=O)C1Cc2ccccc2C(=O)O1 (stereo unspecified)	-2	-6
CC(C)=CCC/C(C)=C/CC/C(C)=N/O	8	-72
CCc1ccccc1NC(=O)C1C(c2ccccc2)C1(Cl)Cl (stereo unspecified)	-1	x
Cc1nc(SCC(=O)NCCc2ccccc2)n[nH]1	x	-3
Clc1cccc(Cl)c1CNC1CCCC1	4	x
COc1ccc(OC)c(NC(=O)Cn2cc(C#N)c3cc(Br)ccc32)c1	0	-8
COc1ccc(-n2c(SCC(N)=O)nc3sc4c(c3c2=O)CCN(C)C4)cc1	-6	9
CCC1CC(CSc2ncn[nH]2)OC1=O (stereo unspecified)	-11	x
O=C(Cn1nnc(-c2ccccc2NC(=O)c2ccccc2F)n1)NCc1ccco1	14	22
O=C(Nc1nnc(C2CCCO2)s1)c1cccs1 (stereo unspecified)	13	24
O=C1NCCCC2c3cc(O)c4ccccc4c3OC12N1CCCCC1 (stereo unspecified)	8	52*
CCOC(=O)CC(=O)Nc1c(C)cc(C)cc1C	10	1
Cc1cccc2cc(CN(CC3CCCO3)C(=O)NC3CCCCC3)c(=O)[nH]c12 (stereo unspecified)	86	2
C/C(N)=C(/C#N)C(=O)COC(=O)c1cc(S(=O)(=O)N2CCCCC2)ccc1C	x	-22
C=CCOc1nc2c(c(=O)n(C)c(=O)n2C)n1C	-11	-7
COC(=O)c1c(C)nc2ccccc2c1C(=O)O	x	-6
OCCn1c(Cl)nc2ccccc21	1	x
O=C(Cn1[nH]c(=O)c2ccccc2c1=O)N1CC=C(c2ccccc2)CC1	20	x
Cc1cccc(N(C(=O)CCC(=O)Nc2ccccn2)C(C(=O)NC(C)C)c2ccc(O)cc2)c1 (stereo unspecified)	3	1
O=C(COc1cccc2cccnc12)NCC(F)(F)F	-10	5
CCOP(=O)(OCC)C(c1ccccc1)N(C)C=O (stereo unspecified)	-18	x
CCCn1c(=O)[nH]c(=O)c2c1nc(-c1ccccc1)n2CCN1CCOCC1	-7	x
CC(O)CNc1nc2c(c(=O)n(C)c(=O)n2C)n1CCc1ccccc1 (stereo unspecified)	-5	3
CCN(CC)c1ccc(C2CC(=O)NC3=C2C(=O)CC(C)(C)C3)cc1 (stereo unspecified)	7	25
O=C(O)C1C2C=CC(O2)C1C(=O)Nc1ccccc1C(F)(F)F (stereo unspecified)	-9	9
C=CCN=C(NC#N)SCC(=O)c1cccc(OC)c1	1	-3
C=CCSc1nnc(-c2ccccc2NC(=O)CC)c(=O)[nH]1	-8	-3
CN(C)C(=C(C#N)C#N)N1CCN(c2ccc(Cl)c(Cl)c2)CC1	5	x
O=C(c1cccs1)N1CCN=C1SCc1cccnc1	-3	-20
O=c1[nH]c(=S)ccn1C1OC(CO)C(O)C1O (stereo unspecified)	-7	x
COC(=O)CNC(=O)Cc1c(F)cccc1Cl	-9	-15
Cc1noc(/C=C/NCc2cccnc2)c1S(=O)(=O)N(C)CC(=O)N1CCc2ccccc21	8	-15
O=C(COC(=O)c1ccc(S(=O)(=O)N2CCOCC2)cc1)NC1CCCCCC1	-4	2
CCOC(=O)c1cnc(-c2ccccc2)nc1Oc1cccc(Cl)c1	-5	x
O=C(CSc1ccccn1)N1CCN(C(=O)CSc2ccccn2)CC1	-1	-7
O=C1CSC(c2ccccc2)N1c1nc(-c2ccc(Cl)cc2Cl)cs1 (stereo unspecified)	-7	x
COc1ccc(/C=N/n2c(N)nc(-c3ccccc3)c2-c2ccccc2)cc1	7	x
NC(=O)c1ccc(N2CCCCC2)c(N2C(=O)C3C4C=CC(C4)C3C2=O)c1 (stereo unspecified)	6	-3

Next structures:
SMILES	RmlC RmlD mix	HIV RNase H inh
CCOC(=O)N1CCN(C(=O)c2ccc(Cn3c(=S)[nH]c4cc5c(cc4c3=O)OCO5)cc2)CC1	9	-3
CS(=O)(=O)N(CC(=O)N1CCCCCC1)c1ccccc1	4	-9
CC1CCN(CCCNC(=O)c2cc3sccc3n2C)CC1	5	-4
O=S1(=O)N=C(N2CCN(c3ccc(F)cc3)CC2)c2ccccc21	14	x
CCN1CCN(C(=O)N[C@@H](C(=O)N[C@@H]2C(=O)N3[C@@H]2SC(C)(C)[C@@H]3C(=O)O)c2ccccc2)C(=O)C1=O	9	1
Cc1cnc(NC(=O)CN(C)S(=O)(=O)c2ccc(Cl)cc2)s1	4	8
COc1cc2c(cc1OC)CN(Cc1nc3ccsc3c(=O)[nH]1)CC2	1	1
Cc1cccc(NCc2ccccc2O)c1	14	-24
COc1ccc2c(=O)cc(C(F)(F)C(F)(F)F)oc2c1	-9	-8
COc1ccc(C(C(C(=O)c2cccs2)N2CCOCC2)N2CCOCC2)cc1OC (stereo unspecified)	-11	-6
CC(=O)Nc1c(C(=O)O)oc2ccc(Cl)cc12	x	2
Cc1cc(C)c2cc(C(O)c3nnnn3Cc3ccccc3)c(=O)[nH]c2c1 (stereo unspecified)	-8	-8
CCCOP(=O)(OCCC)C(Nc1cccc(C(F)(F)F)c1)c1ccc(C)cc1 (stereo unspecified)	-9	x
Fc1cccc(Cl)c1Cc1noc(/C=C/c2ccccc2)n1	-5	x
CCN(CC)S(=O)(=O)c1cc(-c2nnc(-c3ccc(Br)cc3)o2)ccc1Br	-13	x

Part of the list above, with two lines to a compound.
Value order – RmlC RmlD mix | HIV RNase H inh
> Cc1cnc(NC(=O)CN(C)S(=O)(=O)c2ccc(Cl)cc2)s1
  4 | 8
> Cc1cccc(NCc2ccccc2O)c1
  14 | -24
> O=C(CSc1ccccn1)N1CCN(C(=O)CSc2ccccn2)CC1
  -1 | -7

Remaining list, next part:
SMILES	RmlC RmlD mix	HIV RNase H inh
COCC(=O)n1nc(NCc2ccc(OC)cc2)nc1NCc1ccc(OC)cc1	-1	0
O=C(Nc1cc(C(F)(F)F)ccc1N1CCOCC1)c1cn2ccccc2n1	-47	x
Cn1c(=O)oc2cc(S(=O)(=O)N3CCCC(C(=O)N4CCn5c4nc4ccccc45)C3)ccc21 (stereo unspecified)	-9	-12
COc1cc(CNn2nnnc2N)cc(Br)c1OCC(=O)NC(C)(C)C	-10	x
Cc1ccc(-c2csc(NC(=S)NC(=O)/C=C/c3ccco3)n2)cc1	8	x
CC(C)(C)OC(=O)NCCCC[C@H](NC(=O)c1nc[nH]c1C(=O)NC(c1ccccc1)c1ccccc1)C(=O)OC(C)(C)C	-9	x
C/C=C(\C)C(=O)NCCN1C2=NC[C@H](Cc3ccccc3)N2C[C@@H]1Cc1ccc(OC)cc1	-1	x
O=C(Cc1ccccc1)NCCCN1CCN(CCCNC(=O)Cc2ccccc2)CC1	10	-5
COc1ccc(CN2[C@@H](CC(=O)O)c3ccc(C(F)(F)F)cc3S2(=O)=O)cc1	7	x
CC1CCCCC12NC(=O)N(CC(=O)NC(=O)NCc1ccco1)C2=O (stereo unspecified)	-10	x
COc1ccc(C2CC(c3cccs3)n3nc(N)nc3N2)cc1 (stereo unspecified)	10	-1
Cc1ccc(-c2nnn(CC(=O)N(c3ccc(F)cc3)C(C(=O)NC(C)(C)C)c3ccco3)n2)o1 (stereo unspecified)	-8	x
CC(C)c1nnc(NC(=O)CCC(=O)N2CCN(c3ccccn3)CC2)s1	-12	x
CC(=O)Nc1ccc(-c2nnc(SCC(=O)n3c4c(c5ccccc53)CCCC4)n2C)cc1	-5	1
Cc1noc(C)c1COc1cccc(C(=O)NCc2cccc(Cl)c2)c1	-14	x

Individual results from above.
`C/C=C(\C)C(=O)NCCN1C2=NC[C@H](Cc3ccccc3)N2C[C@@H]1Cc1ccc(OC)cc1` in RmlC RmlD mix → -1
`O=C(Cc1ccccc1)NCCCN1CCN(CCCNC(=O)Cc2ccccc2)CC1` in RmlC RmlD mix → 10
`COCC(=O)n1nc(NCc2ccc(OC)cc2)nc1NCc1ccc(OC)cc1` in RmlC RmlD mix → -1
`Cn1c(=O)oc2cc(S(=O)(=O)N3CCCC(C(=O)N4CCn5c4nc4ccccc45)C3)ccc21` (stereo unspecified) in HIV RNase H inh → -12
`Cc1ccc(-c2csc(NC(=S)NC(=O)/C=C/c3ccco3)n2)cc1` in RmlC RmlD mix → 8
`COc1cc(CNn2nnnc2N)cc(Br)c1OCC(=O)NC(C)(C)C` in RmlC RmlD mix → -10
`CC(=O)Nc1ccc(-c2nnc(SCC(=O)n3c4c(c5ccccc53)CCCC4)n2C)cc1` in HIV RNase H inh → 1

Exported as labelled records: 4 of the compounds above.
molecule: CC(C)(C)OC(=O)NCCCC[C@H](NC(=O)c1nc[nH]c1C(=O)NC(c1ccccc1)c1ccccc1)C(=O)OC(C)(C)C
  RmlC RmlD mix: -9; HIV RNase H inh: x
molecule: Cc1ccc(-c2nnn(CC(=O)N(c3ccc(F)cc3)C(C(=O)NC(C)(C)C)c3ccco3)n2)o1 (stereo unspecified)
  RmlC RmlD mix: -8; HIV RNase H inh: x
molecule: O=C(Nc1cc(C(F)(F)F)ccc1N1CCOCC1)c1cn2ccccc2n1
  RmlC RmlD mix: -47; HIV RNase H inh: x
molecule: CC1CCCCC12NC(=O)N(CC(=O)NC(=O)NCc1ccco1)C2=O (stereo unspecified)
  RmlC RmlD mix: -10; HIV RNase H inh: x

Next section.
SMILES	RmlC RmlD mix	HIV RNase H inh
CN(C)CCCNC(=O)c1ccc(-c2ccccc2)cc1	-5	-2
CCc1ccccc1-n1c(SCC(=O)NC)nnc1-c1cccnc1	-10	4
CC(=O)c1c(C)nn(CCC(=O)O)c1C	-3	-3
O=C(C1CC=CCC1)N1CCN(C(=O)C2CC=CCC2)CC1 (stereo unspecified)	-6	x
Cc1ccc(C)c(N2CCN(C(=O)CN3C(=O)c4ccccc4C3=O)CC2)c1	0	9
COC(=O)c1ccc2[nH]c(C)c(CN3CCCC3)c(=O)c2c1	-14	8
COc1ccc2nc(NC(=O)CSc3nnc(C)s3)sc2c1	-12	x
COc1ccccc1N1CCN(Cc2ccc(Cl)cc2Cl)CC1	8	x
CN(Cc1ccccc1)C(=O)c1cccc(N2C(=O)NC3CC2(C)Oc2ccccc23)c1 (stereo unspecified)	-7	x
COc1cc(C=O)ccc1OCCOCCOc1c(C)cc(Cl)cc1Cl	-1	x
COc1ccc(-c2nnc(SCC(=O)N3CCC(Cc4ccccc4)CC3)o2)cc1OC	-13	3
COc1ccc(-c2ncc3ccccn23)cc1OC	-16	x
COc1ccc(N2CCN(C(=O)C(Cc3ccccc3)n3cccc3)CC2)cc1 (stereo unspecified)	10	12
COCCCNCC(=O)Nc1ccc(OC(F)(F)F)cc1	x	-3
CC(C)CN1C(=O)c2ccc(C(=O)Nc3nccs3)cc2C1=O	x	-3
CCC(=O)Nc1ccc(/C(C)=N\NC(=O)c2ccc(C)s2)cc1	2	x
C=CCn1c(SCc2ccccc2)nc(O)cc1=O	-5	x
O=C1CC(C(=O)O)S/C(=N\NC(=O)c2ccccc2)N1 (stereo unspecified)	-8	x
CCc1cccc(OCCCCNCCOC)c1	-4	7
Cn1c(=O)c2c(ncn2CC(=O)Nc2nc3ccc(F)cc3s2)n(C)c1=O	-7	x
COc1ccc(CCNS(=O)(=O)c2cccc(F)c2)cc1OC	-24	-17
O=S(=O)(c1cccc2ccccc12)N1CCSC1	74	-88
Cc1ccc(C)c(NC(=O)CSc2nnc([C@@H](N)Cc3ccccc3)o2)c1	-13	x
O=C(CN1C(=O)COc2ccccc21)N(Cc1ccc2c(c1)OCO2)CC1CCCO1 (stereo unspecified)	0	-3
CC1(C)Cc2nc3sc4c(SCC(=O)NC(c5ccccc5)c5ccccc5)ncnc4c3cc2CO1	-5	x
C/C(=N/OCC(=O)Nc1ccccc1)c1cccs1	-5	x

A portion of the library; rates above refer to the full screens.
